KAT2A inh – qHTS Assay for Inhibitors of GCN5L2; Potency, µM (top dose mostly 58.9 µM), for inactives: at the highest dose activity change, negative = inhibition, most hits filed as inhibitors; AID 504327, 2011; 390,000 compounds, 0.21% hits; Histone acetyltransferase KAT2A (Homo sapiens), Q92830; GCN5L2 HAT assay, ThioGlo1 CoA-SH fluorescence
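Enzyme at 20nM final was mixed with library compounds for 15 min at room temperature. Peptide H3(1-25) at 75uM, acetyl-CoA at 70uM and ThioGlo1 at 50uM were then added. Plates were read immediately and after 20 min (Ex340nm/Em540nm).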
FEN1 inhibitor – qHTS Assay for the Inhibitors of Human Flap endonuclease 1 (FEN1); Potency, µM (series often up to 114 µM), for inactives: at the top dose activity change, negative = inhibition, actives largely listed as inhibitors; 390,000 compounds, 0.35% hits; Recombinant FEN1 flap cleavage, fluorescence, 15 min; P39748; AID 588795, 2011; further: nearly all actives have a fitted effect of over 65% in size
Target sequence (P39748 whole entry, looked up): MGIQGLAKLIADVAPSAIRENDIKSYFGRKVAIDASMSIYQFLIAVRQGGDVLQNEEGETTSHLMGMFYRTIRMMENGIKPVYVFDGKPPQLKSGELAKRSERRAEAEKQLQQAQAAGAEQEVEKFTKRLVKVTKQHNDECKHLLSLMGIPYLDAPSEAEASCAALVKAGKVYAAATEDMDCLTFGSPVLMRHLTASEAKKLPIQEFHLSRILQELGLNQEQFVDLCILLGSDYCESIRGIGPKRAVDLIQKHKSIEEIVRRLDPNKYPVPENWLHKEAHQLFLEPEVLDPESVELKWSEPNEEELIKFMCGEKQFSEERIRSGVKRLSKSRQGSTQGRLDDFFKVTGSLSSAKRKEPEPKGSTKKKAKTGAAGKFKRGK
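Enzyme 10 nM, 15 min RT preincubation with compound; start with substrate 50 nM final; reads at 0 and 15 min; qHTS titration, four-parameter Hill fit.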
DT40 TDP1 CPT – qHTS for Inhibitors of human tyrosyl-DNA phosphodiesterase 1 (TDP1): qHTS in cells in presence of CPT; chicken DT40 Tdp1-/-;hTDP1 cells + 20 nM CPT, ATP luminescence, 48 h; Potency, µM (series often up to 46.2 µM), without a hit: top-dose activity change, negative = growth inhibition, most hits filed as inhibitors; 420,000 compounds, 12% hits; further: nearly all actives have a fitted effect of over 55% in size
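Chicken DT40 Tdp1-/- cells complemented with human TDP1, 400 cells/well, exposed to compounds plus 20 nM camptothecin for at least 48 h at 37 C; viability read as ATP content by CellTiter-Glo luminescence.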
An asterisk follows results filed as active; ? = inconclusive; . = no result given; [ ] = another dose, or the depositor's remark. The call rests on the fitted dose curve; in most records, active means well fitted curve in the direction sought with a large enough effect; inconclusive means small, poorly fitted or top-dose-only effect, or another doubt; inactive means no such curve, though single readings can be large; an effect the other way counts as inactive or inconclusive. On the % scale 0 is the no-effect control and ±100 the full control effect; potency means the concentration at half of the fitted maximal effect. Only part of the results is shown; count on the stated rates, not on these rows.

The line under a structure holds: KAT2A inh	FEN1 inhibitor	DT40 TDP1 CPT
O=C1[C@@H]2[C@@H](CN3CN(c4ccccc4)N=C(c4ccccc4)[C@@]23c2ccccc2)C(=O)N1c1ccccc1
 : .	8.1%	5.8µM*
Cc1cccn2cc(-c3ccc(Cl)cc3)nc12
 : -1.2%	-19.4%	?
C/C(=N\NC(=O)CNC(=O)C1COc2ccccc2O1)c1ccco1 (stereo not given)
 : -10.0%	-0.9%	10.3%
Cc1csc(=S)n1-c1ccccc1
 : -8.0%	-2.6%	-17.0%
Cc1cccc[n+]1CC(=O)Nc1cccc([N+](=O)[O-])c1
 : -14.2%	15.6%	-17.5%
c1ccc(Nc2nc3ccccc3o2)cc1
 : -1.9%	-2.0%	-24.7%
S=C(NCCN1CCOCC1)N/N=C/c1cccs1
 : -16.3%	-9.9%	18.4µM*
c1cn(-c2ncnc3ccc(-c4ccoc4)cc23)cn1
 : -12.8%	.	18.4µM*
Cc1cccc(-c2cc3nc(C)c(C)c(NCCCn4ccnc4)n3n2)c1
 : -0.6%	-24.5%	?
COc1ccc(C2Nc3ccccc3C(=O)N2c2ccccc2)cc1CN1CCOCC1 (stereo not given)
 : -4.9%	-4.4%	-8.0%
CCOc1cc2c(cc1OCC)C(C(=O)O)C(c1cc(OC)c(OC)c(OC)c1)N(C)C2=O (stereo not given)
 : -6.4%	1.6%	-13.3%
O=C(Nc1cccnc1)c1cc(-c2ccccc2O)on1
 : 4.6%	12.9%	?
O/N=C/c1ccc(OCc2ccccc2)c(Br)c1
 : -7.5%	5.2%	-26.0%
O=C(CSc1ncnc2c1cnn2-c1ccccc1)NC1CCS(=O)(=O)C1 (stereo not given)
 : 0.0%	-5.5%	-27.8%
CCCCOC(=O)c1ccc(NC(=O)C(=O)NCCN(C)C)cc1
 : -0.1%	-5.9%	?
O=C(c1ccoc1)N1CCC2(CC1)Oc1ccc(F)cc1C(=O)C21CC(c2ccccc2)=NO1 (stereo not given)
 : -6.0%	1.4%	?
O=[N+]([O-])c1ccc(C(O)C(CO)NC(=S)Nc2ccccc2)cc1 (stereo not given)
 : -8.2%	-5.6%	16.4µM*
Cc1ccc(CNC(=O)C2CCCN(S(C)(=O)=O)C2)cc1 (stereo not given)
 : -7.8%	1.3%	2.9%
CC1=C(C(=O)OC(C)C)C(c2coc3ccccc3c2=O)C2=C(CCCC2=O)N1 (stereo not given)
 : -3.4%	-3.1%	1.5%
COC(=O)c1ccc2c(CCO)c[nH]c2c1
 : -9.6%	12.3%	-18.3%
Cc1nc2scc(C)n2c(=O)c1S(=O)(=O)NCCc1ccc(Cl)cc1
 : -4.5%	4.1%	-2.9%
Cc1ccccc1NS(=O)(=O)c1ccc(NC(=O)c2nc3ncccn3n2)cc1
 : -5.7%	-12.4%	1.2%
O=C(Nc1ccc(Cl)cc1)N1CCC(c2nc(-c3ccc(F)cc3)no2)CC1
 : -12.0%	-22.6%	10µM*
Nc1nc(-c2ccc([N+](=O)[O-])cc2)c(C(=O)Nc2ccc(Cl)cc2)s1
 : ?	0.7%	11.2%
C(=N\N1CCN(Cc2ccccc2)CC1)/c1cccnc1
 : 9.4%	7.9%	-17.2%
N#Cc1ccc(-c2ccc(OCC(O)CN3CCOCC3)cc2)cc1 (stereo not given)
 : -0.6%	11.7%	?
O=C(CSc1c2c(nc3ccccc13)CCCC2)NCc1ccco1
 : -3.5%	19.3%	0.0%
C/C(=N\NC(=O)c1ccc(F)cc1)c1cccc(NC(=O)c2cccc(F)c2)c1
 : -0.7%	-3.7%	?
CN(Cc1ccccc1)C(=O)c1ccc(NC(=O)Cc2cccc(NC(=O)C3CCN(C(=O)C4CCCCC4)CC3)c2)cc1
 : 2.0%	14.6%	?
COc1ccc(CNC(=O)C2CCCN(c3nc4ccccc4o3)C2)c(OC)c1 (stereo not given)
 : 1.9%	-6.6%	-2.9%
Cc1cc(N2CCCCC2)nc(N2CCOCC2)n1
 : 3.0%	8.2%	-3.7%
CCCN1CN(Cc2ccco2)c2nc3ccccc3n2C1
 : 0.8%	4.5%	14.6µM*
CCOc1c(Br)cc(/C=C2\N=C(C)OC2=O)cc1Br
 : 3.4%	-3.0%	20.6µM*
Cc1ccc(NC(=S)N(CCN2CCOCC2)Cc2ccccc2F)cc1Cl
 : -9.5%	-2.9%	-19.2%
Cc1ccc(N2CC(C(=O)Nc3nnc(SCc4cccnc4)s3)CC2=O)cc1 (stereo not given)
 : -12.8%	-1.3%	1.5%
Cn1ccnc1C1CCCCN1C(=O)c1cc(COc2ccc(F)cc2F)on1 (stereo not given)
 : 2.7%	-2.2%	?
CC(=O)Nc1nc(C)c(Cc2ccccc2)c(=O)[nH]1
 : -4.2%	-1.3%	1.0%
Cc1ccc(C)c(NC(=O)C(C)n2c(=O)cc(C(F)(F)F)c3c(C)nn(C)c32)c1 (stereo not given)
 : -4.7%	5.7%	-19.8%
CN(C)CCNC(=O)c1onc(CSc2ccc(F)cc2)c1C(=O)NCCN(C)C
 : 2.5%	-10.2%	-8.1%
CCn1nnc2cc(C(=O)N3CCC(C(=O)OC)CC3)ccc21
 : -2.9%	-2.3%	2.4%
O=C(NCc1ccon1)C1CCC(=O)N(Cc2cccc(C(F)(F)F)c2)C1 (stereo not given)
 : -4.0%	4.2%	-19.7%
Cc1ccc(S(=O)(=O)N/N=C\c2cn(-c3ccccc3)nc2-c2ccccc2)cc1
 : -8.4%	2.9%	1.5%
COc1ccc(NC(=O)CN(C)C(=O)CCC2CCCC2)cc1
 : -9.2%	-3.5%	-19.9%
COC(=O)c1cc2oc(C)cc2n1Cc1ccc(Br)cc1F
 : -3.3%	-5.7%	-3.6%
CCOc1ccc(Br)cc1C(=O)N/N=C/c1ccc([N+](=O)[O-])cc1
 : -27.1%	7.7%	-12.6%
CCOC(=O)CCn1nc(-c2ccccc2)cc1N
 : -0.9%	8.3%	-12.5%
O=C(CN1CCSCC1)N/N=C/c1ccc(F)c(F)c1
 : ?	5.0%	?
Cc1ccc(/C=N/NC(=O)c2cccs2)s1
 : 27.0%	-5.8%	-20.4%
COc1ccc(C2CC(=O)Nc3ccccc3S2(=O)=O)cc1OC (stereo not given)
 : -4.8%	2.5%	-20.7%
O=C(NC(=S)NCc1ccccc1)C1CC1
 : -16.8%	-8.2%	8.0%
Cc1ccc(CSCC(=O)N2CCCC2)cc1
 : -2.2%	-0.2%	7.7%
CCC1CCC2(CC1)NC(=O)N(CC(=O)NCc1ccc(Cl)cc1)C2=O (stereo not given)
 : -1.7%	-2.3%	?
Cc1cn2c(=O)cc(COc3ccc(NC(=O)c4ccc(C(C)(C)C)cc4)cc3)nc2s1
 : -0.3%	-18.7%	?
Nc1ccc2nc(CCCCc3nc4ccccc4[nH]3)[nH]c2c1
 : -12.8%	10.5%	-0.8%
CCOc1ccc(NC(=O)N(C)CCc2c(C)nn(C)c2C)cc1
 : 20.5%	5.6%	1.3%
O=[N+]([O-])c1cccc(C2Nc3cccc4cccc(c34)N2)c1
 : 37.5%[activator]	?	?
O=C1C(=NO)C(c2ccccc2)Oc2ccccc21 (stereo not given)
 : .	-5.9%	6.6%
COc1ccc(CCNC(=O)CCC(=O)n2ncc3cc(C)ccc32)cc1OC
 : -9.4%	-1.1%	-15.5%
CCOC(=O)C1CCN(C(=O)c2cccc(S(=O)(=O)N3c4ccccc4CC3C)c2)CC1 (stereo not given)
 : -7.1%	5.5%	?
O=C(Cc1ccc(S(=O)(=O)N2CCOCC2)s1)N1CCN(S(=O)(=O)c2ccccc2F)CC1
 : .	-14.1%	-29.3%

Already shown: 14 of the compounds above.
The line under a structure holds: KAT2A inh	FEN1 inhibitor	DT40 TDP1 CPT
O=C(CN1CCSCC1)N/N=C/c1ccc(F)c(F)c1
 : ?	5.0%	?
Cc1ccc(/C=N/NC(=O)c2cccs2)s1
 : 27.0%	-5.8%	-20.4%
COc1ccc(C2CC(=O)Nc3ccccc3S2(=O)=O)cc1OC (stereo not given)
 : -4.8%	2.5%	-20.7%
O=C(NC(=S)NCc1ccccc1)C1CC1
 : -16.8%	-8.2%	8.0%
Cc1ccc(CSCC(=O)N2CCCC2)cc1
 : -2.2%	-0.2%	7.7%
CCC1CCC2(CC1)NC(=O)N(CC(=O)NCc1ccc(Cl)cc1)C2=O (stereo not given)
 : -1.7%	-2.3%	?
Cc1cn2c(=O)cc(COc3ccc(NC(=O)c4ccc(C(C)(C)C)cc4)cc3)nc2s1
 : -0.3%	-18.7%	?
Nc1ccc2nc(CCCCc3nc4ccccc4[nH]3)[nH]c2c1
 : -12.8%	10.5%	-0.8%
CCOc1ccc(NC(=O)N(C)CCc2c(C)nn(C)c2C)cc1
 : 20.5%	5.6%	1.3%
O=[N+]([O-])c1cccc(C2Nc3cccc4cccc(c34)N2)c1
 : 37.5%[activator]	?	?
O=C1C(=NO)C(c2ccccc2)Oc2ccccc21 (stereo not given)
 : .	-5.9%	6.6%
COc1ccc(CCNC(=O)CCC(=O)n2ncc3cc(C)ccc32)cc1OC
 : -9.4%	-1.1%	-15.5%
CCOC(=O)C1CCN(C(=O)c2cccc(S(=O)(=O)N3c4ccccc4CC3C)c2)CC1 (stereo not given)
 : -7.1%	5.5%	?
O=C(Cc1ccc(S(=O)(=O)N2CCOCC2)s1)N1CCN(S(=O)(=O)c2ccccc2F)CC1
 : .	-14.1%	-29.3%

(more compounds)
The line under a structure holds: KAT2A inh	FEN1 inhibitor	DT40 TDP1 CPT
COC(=O)c1cn(C(=O)c2ccc(C)c(C)c2)c2ccccc12
 : -5.7%	-12.5%	?
O=C(NCCCc1ccccc1)C(=O)NCC1OCCN1S(=O)(=O)c1ccc(F)cc1 (stereo not given)
 : -22.2%	0.9%	-25.6%
CN(C)S(=O)(=O)c1ccc(C(=O)Nc2ccccc2OC(F)(F)C(F)F)cc1
 : 0.1%	-11.1%	-21.6%
O=C(NCC(=O)N(c1ccc(Cl)cc1)C(C(=O)NC1CCCC1)c1ccncc1)c1ccco1 (stereo not given)
 : 0.3%	-0.4%	22.6%
COc1cc(C2C(C#N)=C(N)N(N(C)C)C3=C2C(=O)CC(C)(C)C3)cc(OC)c1OC (stereo not given)
 : -4.6%	2.8%	17.7%
COc1cc(/C=N/NC(=O)c2cccc(S(=O)(=O)N3CCCC3)c2)ccc1O
 : -6.3%	0.2%	-24.3%
Cc1cccc(N2CCN(C(=O)CC(NC(=O)c3ccccc3Cl)c3ccccc3)CC2)c1C (stereo not given)
 : -11.5%	-4.7%	18.4µM*
COc1ccccc1-c1ccc2ncnc(N3CCNCC3)c2c1
 : -10.3%	.	?
Cc1cc(O)cc2c1O[C@@](C)(CCC[C@@H](C)CCC[C@@H](C)CCCC(C)C)CC2
 : -4.7%	0.2%	-1.3%
O=C(c1cc(S(=O)(=O)N2CCCCC2)ccc1F)N1CCCCC1
 : -2.3%	-0.2%	-29.8%
Cc1oc2ncn(CC(C)C)c(=O)c2c1C(=O)Nc1cc(F)ccc1F
 : -1.0%	-3.6%	?
COc1ccc(C(c2nnnn2C2CCCC2)N2CCN(c3ccccc3)CC2)cc1 (stereo not given)
 : -8.0%	3.7%	?
CCN(CC(N)=O)S(=O)(=O)c1ccc(F)cc1
 : -0.6%	-5.9%	-1.4%
COc1ccccc1OCCCCn1c(C2CC(=O)N(c3ccccc3Cl)C2)nc2ccccc21 (stereo not given)
 : -14.0%	-17.1%	?
CN(C)/C=C(\C(=O)c1ccc(Cl)cc1)c1nnnn1-c1ccc(Cl)cc1
 : .	2.1%	-21.0%
CC1(C)CC(=O)C(CC2=C(O)CC(C)(C)CC2=O)=C(O)C1
 : 1.2%	-0.6%	-1.8%
Cc1cc(C)cc(NC(=O)C(=O)NC(C)c2ccccc2)c1 (stereo not given)
 : -4.8%	15.0%	?
Cc1cc(C)c2c(n1)nn1c(C)c(CCC(=O)NCc3ccco3)c(C)nc21
 : -14.8%	8.5%	-29.2%
CCn1c(SCC(=O)Nc2ccc(OC)cc2)nc2c1c(=O)n(C)c(=O)n2C
 : -3.6%	-3.7%	-2.6%

Screening data as filed in PubChem.
